# Screening results: PubChem BioAssay, Broad Institute
# SIRT5 inh – inhibitors of human sirtuin-5 desuccinylase | Q9NXA8 | Purified SirT5, succinyl-peptide AMC, trypsin-coupled fluorescence | inhibition, % at 15 µM | 330,000 tested, 1.1% active; in the data active means inhibition above about 15%
# Target sequence (Q9NXA8 whole entry, looked up): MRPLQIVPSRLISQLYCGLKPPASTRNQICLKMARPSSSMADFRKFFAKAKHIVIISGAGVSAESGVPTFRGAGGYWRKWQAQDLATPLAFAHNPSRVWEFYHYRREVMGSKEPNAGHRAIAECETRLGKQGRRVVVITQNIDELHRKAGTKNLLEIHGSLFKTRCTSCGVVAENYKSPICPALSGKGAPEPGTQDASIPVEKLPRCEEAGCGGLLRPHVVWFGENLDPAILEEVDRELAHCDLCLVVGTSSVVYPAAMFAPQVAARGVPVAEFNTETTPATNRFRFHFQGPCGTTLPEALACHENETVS
# ARNT-TACC3 inh – disruptors of human ARNT/TACC3 interaction; Q9Y6A5; AlphaScreen His-ARNT PAS-B/GST-TACC3 binding, luminescence; TACC3 fragment carries E629A point mutation; inhibition, % at 9.99 µM; 390,000 tested, 0.66% active; AID 623870;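 active means mean inhibition of replicates at least 50% and at least half of replicates each reaching 50%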;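 further: 0% = complete ARNT plus TACC3 wells and 100% = ARNT alone without TACC3; many hits fall short of the cut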
# miR122 inh – miR-122 inhibition in Huh7 cells | activation (reporter increase), % at 12.5 µM | 340,000 tested, 0.3% active | Huh7 miR-122 Renilla luciferase sensor, 48 h; neutral wells = 0, positive control = 100;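 active means mean replicate activation score at least 90 and every replicate individually at or above 90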;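 further: higher luciferase means less miR-122 activity so hits act as miR-122 inhibitors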
# Cneo AK release – causes C. neoformans cell lysis. lysis activity, % at 15 µM. AID 651654. adenylate kinase release luminescence, 4 h; normalised: neutral wells 0, clomiphene wells 100. 360,000 tested, 0.2% active;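 active means mean lysis activity across replicates of at least 80%, whatever share of replicates individually reach that level; inactive means mean lysis activity below 80%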
#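 Material – log-phase Cryptococcus neoformans yeast cells · Input – 5 × 10^6 yeast cells/mL · Medium – fresh YPD growth medium · Doses – single compound concentration per well · Timing – static 4 h at 37 °C with compound, 1 h detection · Detection – adenylate kinase release luminescence · Read-out – signal increase indicating cell lysis · Control set – Clomiphene as positive lysis control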
# esBAF inh – SWI/SNF esBAF complex inhibition; mouse ES cells, Bmi1-luciferase knock-in reporter, 24 h; 100% = twice the neutral-well signal; reporter increase, % at 12.5 µM; 350,000 tested, 2% active; AID 602393; in the data active means activation above about 40%;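 further: 0% = median of the plate's neutral control wells and 100% = double that signal; a rise in the Bmi1 reporter signal indicates esBAF inhibition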
# ERp5 inh – blocks human ERp5 reductase activity on insulin | Q15084 | ERp5 insulin aggregation, absorbance 650 nm, 90 min | inhibition, % at 9.99 µM | 350,000 tested, 0.05% active | AID 651711;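 active means mean replicate inhibition above about 25%, with every replicate also reaching it, limit read from the data, passing the limit was not always enough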
# Target sequence (Q15084 whole entry, looked up): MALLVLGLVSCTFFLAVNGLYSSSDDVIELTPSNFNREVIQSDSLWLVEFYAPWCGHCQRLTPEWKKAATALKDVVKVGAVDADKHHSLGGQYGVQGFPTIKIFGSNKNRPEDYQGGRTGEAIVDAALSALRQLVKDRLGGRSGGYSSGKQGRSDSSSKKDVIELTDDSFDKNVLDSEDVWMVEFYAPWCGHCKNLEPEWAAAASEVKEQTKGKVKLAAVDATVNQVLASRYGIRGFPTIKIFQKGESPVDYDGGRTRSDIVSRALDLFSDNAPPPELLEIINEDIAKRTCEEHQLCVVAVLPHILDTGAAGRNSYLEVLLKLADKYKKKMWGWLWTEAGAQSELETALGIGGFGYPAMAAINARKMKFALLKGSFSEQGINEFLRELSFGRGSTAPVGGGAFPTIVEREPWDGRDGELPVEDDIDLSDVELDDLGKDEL
# Statin myotox sup – protects C2C12 myotubes from simvastatin toxicity; AID 602340; rescue of ATP level, % at 7.49 µM; ATP luminescence, 48 h; scaled: DMSO 0, geranylgeraniol control 100; 330,000 tested, 0.78% active;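 active means mean ATP rescue above about 67%, or every replicate alone reaching that limit, limit read from the data, passing the limit was not always enough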;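 further: myotubes were challenged with 10 µM simvastatin during compound exposure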
# The depositor's hits bear a star; · = no result given; [ ] = another dose, or the depositor's remark. Hits appear at their usual frequency; overall some 4% were active at least once.
# The opening 3 entries (preview)
SMILES,SIRT5 inh,ARNT-TACC3 inh,miR122 inh,Cneo AK release,esBAF inh,ERp5 inh,Statin myotox sup
CCc1nc2c(OCc3ccc(OC)cc3)cccn2c1N(C)C(=O)c1ccncc1,-4,·,-2,-2,1,-2,-19
CC(C)n1c(N2CCN(C(=O)c3cccs3)CC2)nc2ccccc21,·,-1,-18,0,12,·,·
C[C@@H]1CN([C@H](C)CO)C(=O)c2cc(C#CC3CCCCC3)cnc2O[C@H]1CN(C)C(=O)Cc1ccccn1,0,0,-5[16.7 µM],5,1,-3,23

# Main list, repeating the preview:
SMILES,SIRT5 inh,ARNT-TACC3 inh,miR122 inh,Cneo AK release,esBAF inh,ERp5 inh,Statin myotox sup
CCc1nc2c(OCc3ccc(OC)cc3)cccn2c1N(C)C(=O)c1ccncc1,-4,·,-2,-2,1,-2,-19
CC(C)n1c(N2CCN(C(=O)c3cccs3)CC2)nc2ccccc21,·,-1,-18,0,12,·,·
C[C@@H]1CN([C@H](C)CO)C(=O)c2cc(C#CC3CCCCC3)cnc2O[C@H]1CN(C)C(=O)Cc1ccccn1,0,0,-5[16.7 µM],5,1,-3,23
Cc1cccc(N2CCN(C(=O)Cc3c(C(=O)O)[nH]c4ccc(Cl)cc34)CC2)c1C,·,1,-3,-1,-4,·,-4
Cc1cc(NC(=O)COC(=O)C2=NN(c3ccccc3)C(=O)CC2)c([N+](=O)[O-])cc1C,-4,9,-1,0,-7,1,-4
CCC(C)(C(=O)NC1CCCCC1)N(Cc1ccco1)C(=O)c1ccccn1 (stereo not drawn),·,-6,6,0,5,·,1
CSc1nc(=S)n(-c2ccccc2)c(C)c1C(C)=O,-1,-2,-1,0,2,2,9
CCOCCCN1CC(C(=O)NCCc2ccccc2)CC1=O (stereo not drawn),·,-12,-3,1,-7,·,-7
CC1(C(=O)NS(=O)(=O)c2ccc(F)cc2F)CCN1C(=O)Cc1ccccc1 (stereo not drawn),·,·,-7,1,-3,4,6
O=C1O[C@H](c2ccccc2)[C@H](c2ccccc2)N2[C@H]1[C@@H](C(=O)N1CCCCCCC1)[C@]1(C(=O)Nc3ccc(C#CC4=CCCCC4)cc31)[C@H]2c1ccc(O)cc1,7,18,·,31,·,1,·
CCO[C@H]1OC(C(=O)N2CCN(Cc3ccccc3)CC2)=C[C@@H](C)[C@@H]1CCCO,-2,1,-3,-1,-4,1,-6
O=C(NCCSc1ccccc1)c1cncc(Br)c1,·,-1,3,·,76*,·,10
O=C(Nc1cc(Cl)ccc1-n1cncn1)c1cccc(S(=O)(=O)N2CCOCC2)c1,-2,·,·,·,-5,-9,17
Cc1ccc(OCC(=O)N/N=C2/SCC(=O)N2Cc2ccco2)cc1,0,-3,·,·,·,6,·
CCCN(C)C[C@@H]1OCCCC[C@@H](C)Oc2ccc(NC(=O)CCCN(C)C)cc2C(=O)N([C@H](C)CO)C[C@@H]1C,-2,-1,-7[16.7 µM],-3,9,-3,8
Cc1c(Cl)cccc1NC(=O)CCN1C(=O)C2CC=CCC2C1=O (stereo not drawn),-1,-1,-5,-1,4,5,3
Cc1ccc(C(=O)OCc2cn3ccccc3n2)cc1,·,6,0,-4,-1,·,·
Cc1ccc(C(C(=O)NCc2ccco2)N(C(=O)CNC(=O)c2cccs2)c2ccc(C)cc2)cc1 (stereo not drawn),·,-6,2,0,0,·,-14
COc1ccc(C(OCC(O)CNCCc2ccccc2)c2ccc(OC)cc2)cc1 (stereo not drawn),-8,2,0,-1,-1,3,5
Cc1ccc(S(=O)(=O)NCC(=O)NCC(=O)OC(C(=O)NC(N)=O)C(C)C)cc1C (stereo not drawn),14,18,-7,2,-3,3,4
Cc1cc(C)c2c(NC(N)=S)n[nH]c2n1,3,-4,2,0,4,3,4
COCCn1nnnc1CN1CCN2CCCC2C1 (stereo not drawn),-4,-1,0,9,-3,2,-2
O=C(COc1ccc2ccc(=O)oc2c1)N1CCN(c2ccccc2)CC1,2,0,-5,-2,-1,1,1
Cc1nc2ccc(Br)cc2c2c1CC(CO)O2 (stereo not drawn),1,-2,·,-1,2,4,-2
O=C(CCn1nc(-c2ccc(Cl)cc2)c2ccccc2c1=O)NCCN1CCOCC1,·,0,-4,-2,-6,·,2

# Fetched by structure from the list above (four):
SMILES,SIRT5 inh,ARNT-TACC3 inh,miR122 inh,Cneo AK release,esBAF inh,ERp5 inh,Statin myotox sup
COCCn1nnnc1CN1CCN2CCCC2C1 (stereo not drawn),-4,-1,0,9,-3,2,-2
O=C(COc1ccc2ccc(=O)oc2c1)N1CCN(c2ccccc2)CC1,2,0,-5,-2,-1,1,1
O=C(Nc1cc(Cl)ccc1-n1cncn1)c1cccc(S(=O)(=O)N2CCOCC2)c1,-2,·,·,·,-5,-9,17
Cc1cccc(N2CCN(C(=O)Cc3c(C(=O)O)[nH]c4ccc(Cl)cc34)CC2)c1C,·,1,-3,-1,-4,·,-4

# The list continues:
SMILES,SIRT5 inh,ARNT-TACC3 inh,miR122 inh,Cneo AK release,esBAF inh,ERp5 inh,Statin myotox sup
CC(=O)c1cnc2cc(-c3ccc(C)cc3)nn2c1C,·,-2,-3,-6,1,·,-1
Cc1ccccc1-n1c(=O)/c(=C\c2ccco2)s/c1=C(/C#N)C(=O)Nc1ccccc1,·,-4,0,-1,-3,·,-2
COc1ccc(CCNC(=O)C(CCC(N)=O)NS(=O)(=O)c2ccc(Cl)cc2)cc1OC (stereo not drawn),-3,20,-5,-1,0,0,1
COc1cccc(C(=O)Nc2ccc3c(c2)C(=O)N(C)[C@@H]2CC[C@@H](CC(=O)NCc4ccccc4F)O[C@@H]2CO3)c1,-2,14,-10[16.7 µM],-6,12,-5,1
COc1ccc(NC(=O)C2CC(=O)n3ncnc3N2)cc1 (stereo not drawn),·,-6,0,4,-2,·,-5
O=C(C[C@@H]1C=C[C@@H](NC(=O)c2ccc(F)cc2)[C@@H](CO)O1)NCCc1ccccc1,0,-7,·,0,4,2,-4
CCOC(=O)CCN(Cc1cccs1)S(=O)(=O)c1ccc(Cl)cc1,0,-1,-7,·,·,-3,·
O=[N+]([O-])c1cc(S(=O)(=O)N2CCCC2)ccc1NCCCN1CCOCC1,-6,-1,-5,0,-2,-2,0
COc1cc(C(=O)Nc2nc(C)c(Cc3ccc4c(c3)OCO4)s2)cc(OC)c1OC,·,-2,9,-1,-21,·,-29
O=c1[nH]c(NCCO)nc2c1C1(CCCC1)Cc1ccccc1-2,·,12,-5,0,·,·,·
Cc1c(C(=O)O)oc2c1/C(=N\O)CC(C)(C)C2,-6,-4,1,3,-9,2,2
CCOC(=O)c1c(C)oc2cc(Br)c(OC)cc12,·,-7,-3,2,-4,·,-6
COc1ccccc1C(C)NC(=O)c1ccc(NC(=O)CC2SC(N3CCCC3)=NC2=O)cc1 (stereo not drawn),-1,-1,-7,-1,-1,2,-6
CNC[C@H]1Oc2ncc(-c3ccc(OC)cc3)cc2C(=O)N([C@H](C)CO)C[C@@H]1C,2,6,-1[16.7 µM],1,0,-1,-13
CCC(=O)N(C)C[C@H]1Oc2cc(-c3cccc(OC)c3)ccc2S(=O)(=O)N([C@@H](C)CO)C[C@@H]1C,2,-4,13[16.7 µM],57,8,4,42
Cc1ccc(NC(=O)C(C)OC(=O)c2cc(=O)[nH]c3ccccc23)cc1S(=O)(=O)N1CCOCC1 (stereo not drawn),2,1,3,-1,2,-1,10
Cc1cc(N)c2ccccc2n1,-4,-4,·,·,·,-4,·
COc1cccc(S(=O)(=O)N2CC[C@@H]3[C@H](CO)Nc4ccc(C#Cc5cccnc5)cc4[C@@H]32)c1,2,11,3[16.7 µM],1,11,-1,-27
COC(=O)c1cc(NC(=O)c2c(F)c(F)c(F)c(F)c2F)cc(C(=O)OC)c1,1,-11,·,·,·,4,·
COC(=O)C[C@H]1CC[C@@H]2[C@H](COc3ccc(NC(=O)c4cnccn4)cc3C(=O)N2C)O1,-2,3,47[16.7 µM],-2,-2,3,2
CC(=O)C12C3C4C(C5C1C3C5(Br)C41OCCO1)C21OCCO1 (stereo not drawn),·,-5,2,1,0,·,4
NC(=O)C1CCC(NC(=O)OCc2ccccc2)CC1 (stereo not drawn),·,1,-2,6,9,·,-21
CCC(C)N(C(=O)CN1C(=O)NC2(CCc3ccccc32)C1=O)C1CCS(=O)(=O)C1 (stereo not drawn),-6,6,·,1,1,-1,0
O=C(CSc1nnc2ccccn12)NNC(=O)c1cccc(Cl)c1,-4,-7,28,-3,·,12,113*
CC(=O)N1CCCCN2[C@@H](CO)[C@H](c3ccc(-c4ccncc4)cc3)[C@@H]2C1,5,-5,3[16.7 µM],2,2,-2,-17

# Part of the list above, with values under each structure.
# Each structure is followed by: SIRT5 inh | ARNT-TACC3 inh | miR122 inh | Cneo AK release | esBAF inh | ERp5 inh | Statin myotox sup
COc1ccc(CCNC(=O)C(CCC(N)=O)NS(=O)(=O)c2ccc(Cl)cc2)cc1OC (stereo not drawn)
 : -3 | 20 | -5 | -1 | 0 | 0 | 1
CCOC(=O)c1c(C)oc2cc(Br)c(OC)cc12
 : · | -7 | -3 | 2 | -4 | · | -6
O=c1[nH]c(NCCO)nc2c1C1(CCCC1)Cc1ccccc1-2
 : · | 12 | -5 | 0 | · | · | ·
COc1cc(C(=O)Nc2nc(C)c(Cc3ccc4c(c3)OCO4)s2)cc(OC)c1OC
 : · | -2 | 9 | -1 | -21 | · | -29
COc1cccc(S(=O)(=O)N2CC[C@@H]3[C@H](CO)Nc4ccc(C#Cc5cccnc5)cc4[C@@H]32)c1
 : 2 | 11 | 3[16.7 µM] | 1 | 11 | -1 | -27
CCOC(=O)CCN(Cc1cccs1)S(=O)(=O)c1ccc(Cl)cc1
 : 0 | -1 | -7 | · | · | -3 | ·

# Further entries follow:
SMILES,SIRT5 inh,ARNT-TACC3 inh,miR122 inh,Cneo AK release,esBAF inh,ERp5 inh,Statin myotox sup
C[C@H](CO)N1C[C@H](C)[C@H](CN(C)S(C)(=O)=O)Oc2ccc(NS(=O)(=O)c3ccccc3)cc2CC1=O,-7,2,-1[16.7 µM],0,-1,-13,-35
CCOc1ccc(N(CC(=O)NCc2ccc(F)cc2)C(=O)CCC(=O)Nc2nccs2)cc1,0,0,-4,0,-2,0,17
C[C@H]1CN([C@@H](C)CO)S(=O)(=O)c2ccc(-c3ccc(C(=O)N(C)C)cc3)cc2O[C@H]1CN(C)C(=O)C1CCC1,4,-8,-43[16.7 µM],-11,3,0,-4
CC(C)(C)c1ccc(S(=O)(=O)NCc2ccc(C(=O)N3CCCC3)cc2)cc1,-6,-3,-2,-2,3,0,-17
O=C(CNc1ccccc1)N/N=C/c1cc([N+](=O)[O-])ccc1N1CCCC1,·,1,29,0,5,·,·
CO[C@H]1CN(C)C(=O)c2ccc(NC(C)=O)cc2OC[C@H](C)N(S(=O)(=O)c2cn(C)cn2)C[C@H]1C,1,-11,·,-1,-3,-4,4
CCC(=O)N(C)C[C@H]1Oc2cc(C#CC(C)C)ccc2S(=O)(=O)N([C@@H](C)CO)C[C@H]1C,0,-2,-20[16.7 µM],2,-3,8,-18
CCOC(=O)C1CCN(Cc2ccc(N(C)C)cc2)CC1,·,-22,-6,2,-7,·,-4
O=C(CSc1ccc(Cl)cc1)Nn1cnnc1,·,0,·,-2,-10,·,3
